# GRP78 ERSR act: inducers of ER stress response in human glioma cells. Potency, µM, for the others: top-dose activation, hits mostly activators. AID 602332. 420,000 compounds, 0.02% hits. U87-MG GRP78 promoter luciferase reporter, 16 h; further: potency means the concentration at half of the fitted maximal effect; series mostly up to about 76 µM; % of control where 0% means no effect; nearly all actives have a fitted effect of over 35% in size
#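 Stably transfected U87-MG human glioma cells carrying a GRP78-based luminescent sensor were seeded at 1000 cells/well, pin-dosed with compounds and incubated 16 h. Luciferase reagent was then added, and end-point luminescence was read after 10 min at room temperature.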
# USP1-UAF1 inh: blocks the human USP1/UAF1 deubiquitinase complex; 390,000 compounds, 0.23% hits; recombinant USP1/UAF1, Ub-Rhodamine cleavage fluorescence; O94782; Potency, µM (series often up to 57.1 µM), without a hit: at the highest dose activity change, negative = inhibition, actives largely listed as inhibitors; further: potency means the concentration at half of the fitted maximal effect; on the % scale 0 is the no-effect control and ±100 the full control effect; nearly all actives have a fitted effect of over 60% in size; inactives centre near -12
#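 USP1/UAF1 complex at 1 nM was preincubated with compound for 15 min at room temperature, then Ub-Rho substrate (150nM final) was added. Fluorescence (480/540 nm) was read kinetically, 6 reads every 60 seconds.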
# RXFP1 agonist: activates the human relaxin receptor RXFP1; Q9HBX9; HEK293T-RXFP1 cAMP TR-FRET, 30 min; response scale: percent of porcine relaxin response, buffer zero; Potency, µM (titrated, usually from 57.5 µM), without a hit: at the top dose activation, actives largely listed as activators; 370,000 compounds, 0.3% hits; further: potency means the concentration at half of the fitted maximal effect; on the % scale 0 is the no-effect control and ±100 the full control effect; nearly all actives have a fitted effect of over 60% in size; many of its hits are not listed in these tables
#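 cAMP rise read by TR-FRET after 30 min, 37C compound exposure (up to 58 uM) in RXFP1-transfected HEK293 cells with Ro 20174 present. EC50 from Hill-equation fits, with 29 nM porcine relaxin as 100% and buffer as basal.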
# PI4K2A inh: inhibitors of human PI4K2A; purified PI4K2A, ADP-Glo luminescence, 1 h; hits give low values; activity change, negative = inhibition, % at 76.9 µM; 420,000 compounds, 0.13% hits; AID 1346378; in the data active means activity change below about -50%; inconclusive means mostly about -30% to -49%;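 further: -100% = wells without enzyme as full effect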
#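 In this quantitative HTS, ADP production by PI4K2A was quantified luminescently after 1 h at ambient temperature; 100 microM adenosine served as plate-quality control.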
# IDH1 R132H inh: human IDH1 R132H inhibition; AID 602179; IDH1-R132H enzyme, NADPH consumption, diaphorase/resazurin fluorescence; O75874; 390,000 compounds, 0.093% hits; Potency, µM (titrated, usually from 76.6 µM), without a hit: at the top dose activity change, negative = inhibition, hits mostly inhibitors; further: potency means the concentration at half of the fitted maximal effect; on the % scale 0 is the no-effect control and ±100 the full control effect; nearly all actives have a fitted effect of over 65% in size
# Target sequence (O75874 whole entry R132H, stated change not applied): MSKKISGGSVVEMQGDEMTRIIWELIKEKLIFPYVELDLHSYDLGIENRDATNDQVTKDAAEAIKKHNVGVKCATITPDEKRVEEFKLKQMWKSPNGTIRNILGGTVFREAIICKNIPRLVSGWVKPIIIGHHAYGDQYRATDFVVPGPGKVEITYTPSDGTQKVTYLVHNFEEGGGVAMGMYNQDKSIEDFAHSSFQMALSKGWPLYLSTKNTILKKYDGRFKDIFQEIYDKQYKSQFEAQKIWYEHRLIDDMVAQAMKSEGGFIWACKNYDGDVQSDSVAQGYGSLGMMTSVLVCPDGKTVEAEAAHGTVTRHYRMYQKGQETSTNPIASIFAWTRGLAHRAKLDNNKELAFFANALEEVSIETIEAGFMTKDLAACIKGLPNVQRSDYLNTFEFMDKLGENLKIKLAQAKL
#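 IDH1-R132H (0.5 ug/mL dispensed) in pH 7.5 Tris buffer was preincubated 30 min with compound, then given a substrate mix of 0.016 mM NADPH and 2 mM alpha-KG for 80 min at room temperature; remaining NADPH was read by diaphorase/resazurin fluorescence.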
# Vif-A3F inh: blocks the Vif interaction with APOBEC3F; HeLa A3F-eYFP + Vif (tagged APOBEC3F with the HIV-1 protein that degrades it), YFP fluorescence increase; Potency, µM (titrated, usually from 46.1 µM), without a hit: top-dose activity, negative = active; 390,000 compounds, 0.2% hits; AID 602313; further: potency means the concentration at half of the fitted maximal effect; % of control where 0% means no effect; nearly all actives have a fitted effect of over 65% in size
#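 HeLa cells stably expressing Vif plus C-terminally eYFP-tagged A3F were seeded, incubated overnight at 37 deg C, dosed with compound, incubated overnight again at 37 deg C. Yellow fluorescence (Ex 488/Em 500-530) reported blocked Vif-mediated A3F-eYFP degradation.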
# TrxR1 substrate: rat thioredoxin reductase 1 substrate activity; O89049; purified TrxR1 substrate turnover, NADPH consumption readout; Potency, µM (doses to about 114 µM), without a hit: top-dose activity change, negative = substrate turnover; 390,000 compounds, 0.01% hits; further: potency means the concentration at half of the fitted maximal effect; on the % scale 0 is the no-effect control and ±100 the full control effect; nearly all actives have a fitted effect of over 50% in size
#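 Rat TrxR1, dispensed at 90 nM, was prereduced with 400 uM NADPH (final) for 5 min at ~22 deg C, then incubated with compound 15 min before 400 uM selenite. A first-read NADPH fluorescence drop versus no-compound background flagged substrates.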
# LDHA block: LDHA (human) enzyme inhibition; P00338; purified LDHA, NADH/diaphorase-resazurin fluorescence; hits give low values; activity change, % (values are at about 110 or 230 µM); 480,000 compounds, 0.15% hits; in the data active means activity change below about -30%; inconclusive means mostly about -25% to -30%;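 further: plate controls were DMSO wells for no effect and wells without enzyme for full effect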
#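 LDH5 2 nM; NADH 0.06 mM, pyruvate 0.2 mM; 200 mM Tris pH 7.4, EDTA, Tween-20; 5 min RT. Detection: diaphorase 0.133 mg/mL + resazurin 37 µM, fluorescence ex540/em590 at 0 and 20 min; normalized to enzyme-free and DMSO wells.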
# Vif-APOBEC3G blk: Vif-A3G binding inhibition; HeLa A3G-eYFP + Vif (tagged APOBEC3G with the HIV-1 protein that degrades it), YFP fluorescence, overnight; Q9HC16; Potency, µM (doses to about 46.1 µM), for inactives: at the top dose activity, negative = active, most hits filed as inhibitors; 410,000 compounds, 0.076% hits;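 further: potency means the concentration at half of the fitted maximal effect; on the % scale 0 is the no-effect control and ±100 the full control effect; nearly all actives have a fitted effect of over 60% in size; hits raise eYFP signal because A3G escapes Vif-driven loss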
# Target sequence (Q9HC16 whole entry, looked up): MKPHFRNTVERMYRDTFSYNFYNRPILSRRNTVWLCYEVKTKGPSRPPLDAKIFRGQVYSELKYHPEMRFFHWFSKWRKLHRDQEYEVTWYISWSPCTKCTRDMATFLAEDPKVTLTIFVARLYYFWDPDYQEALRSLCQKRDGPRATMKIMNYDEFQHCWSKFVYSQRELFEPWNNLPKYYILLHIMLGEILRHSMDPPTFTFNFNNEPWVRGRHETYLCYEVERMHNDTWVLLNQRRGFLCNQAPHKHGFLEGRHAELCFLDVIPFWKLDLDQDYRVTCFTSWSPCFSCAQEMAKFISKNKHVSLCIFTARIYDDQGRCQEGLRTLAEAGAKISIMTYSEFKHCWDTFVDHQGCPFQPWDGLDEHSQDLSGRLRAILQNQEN
#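 HeLa cells stably expressing Vif and C-terminally eYFP-tagged A3G, seeded overnight at 37 deg C, then exposed to compound by pintool overnight at 37 deg C. Rise in yellow fluorescence (Ex 488/Em 500-530, Acumen) marks blocked Vif-driven A3G degradation.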
# Numbers without * were called inactive; ? = inconclusive; nt = not tested or not shown; & = joins results of further samples; [ ] = dose if it differs, or a comment. Unless noted, the call rests on the fitted dose curve; in most records, active means well fitted curve in the direction sought with a large enough effect; inconclusive means small, poorly fitted or top-dose-only effect, or another doubt; inactive means no such curve, though single readings can be large; an effect the other way counts as inactive or inconclusive. An excerpt. The share of hits here may be higher or lower than overall.
SMILES,GRP78 ERSR act,USP1-UAF1 inh,RXFP1 agonist,PI4K2A inh,IDH1 R132H inh,Vif-A3F inh,TrxR1 substrate,LDHA block,Vif-APOBEC3G blk
CC(C)COc1ccc(C(=O)Nc2ncn[nH]2)cc1,2%,0%,0.5%,5,3%,2%,6%[57.1 µM],-9,3%
NC1=NC(=O)C(Cc2ccccc2)S1 (centres undefined),-3%,-16%,2.5%,-1,-5%,1%,6%,-8,0%
CCN1C(=O)CC(SC2CC(=O)N(CC)C2=O)C1=O (centres undefined),2%,-11%,nt,1,-4%,2%,3%,-11,-4%
CC(OC(=O)Cn1cnc2c1c(=O)n(C)c(=O)n2C)C(=O)Nc1ccc(Cl)cc1 (centres undefined),-2%,2%,0.5%,-3,-3%,5%,-1%[57.1 µM],-1,0%
O=C(NOC(=O)c1ccccc1F)c1ccc(OC(F)F)cc1,0%,-6%,3.5%,-6,-1%,1%,-6%[57.1 µM],-3,-3%
O=C(O)C1CSC(CCc2ccccc2)N1 (centres undefined),-4%,-19%,-1.5%,-2,1%,-2%,7%,4,0%
O=c1ccc(-c2ccccc2)nn1Cc1ccccc1,3%,-22%,nt,-2,5%,1%,4%,1,-3%
O=S(=O)(NCC(c1ccco1)N1CCN(c2ccccc2)CC1)c1cc(F)ccc1F (centres undefined),-1%,-35%,-2.7%,2,-12%,-6%,-5%[57.1 µM],2,1%
O=C(CS(=O)(=O)c1ccc(Cl)cc1)NCc1ccccc1,1%,-6%,-0.6%,0,10%,-3%,0%,-5,0%
COc1ccc(NC(=O)CN(C)C(=O)c2cc3c(s2)CCC(C)C3)cc1 (centres undefined),0%,-19%,2.8%,3,9%,-10%,-9%,8,2%
CCN(CC(=O)Nc1ccc(NC(C)=O)cc1)C(=O)CSc1ncnc2sc(C)c(C)c12,-4%,-16%,7.6%,-9,8%,?,-10%,-1,-24%
O=C(NC1CC1)C1=C[C@@H](c2csc3ccccc23)C[C@@H](OCc2ccc(CO)cc2)O1,-1%,-5%,-0.8%,1,-4%,0%,-2%,-3,-2%
COc1ccccc1NC(=O)Nc1nnc(Cc2ccccc2F)s1,0%,-8%,-2.9%,-3,-3%,0%,-2%,-2,-6%
C=CCOc1ccc(CNCC2CCCO2)cc1 (centres undefined),-1%,-8%,-0.5%,-27,0%,-2%,7%,0,0%
COCCNC(=O)C(c1ccc(C)o1)N(Cc1ccc(OC)cc1)C(=O)Cn1nnc2ccccc21 (centres undefined),-3%,-17%,0.4%,-1,6%,-3%,-2%,-2,3%
CC1=C(C(=O)Nc2ccc(C)cc2C)C(c2cccn2C)n2ncnc2N1 (centres undefined),-5%,-25%,-0.2%,1,-6%,-6%,5%[57.1 µM],-4,-2%
CCN(CC)C1=NS(=O)(=O)c2cc([N+](=O)[O-])ccc21,-4%,-8%,1.2%,0,-5%,10%,-3%,3,1%
Cc1ccc(S(=O)(=O)N2CCOCC2)cc1NC(=O)C1CC(=O)N(c2ccc3c(c2)OCCO3)C1 (centres undefined),-4%,2%,-0.3%,1,3%,7%,-4%,-5,1%
CCn1cc(C(=O)N2CCc3ccccc32)c(=O)c2cc(S(=O)(=O)N3CC(C)CC(C)C3)ccc21 (centres undefined),-3%,-6%,3.5%,1,-7%,2%,-3%,-2,0%
Cc1ccc(Nc2nc(NCC3CCCO3)nc(N)c2[N+](=O)[O-])cc1 (centres undefined),-5%,-7%,2.0%,-4,5%,-17%,-1%,-2,0%
CCCCCC(=O)N1C[C@H](O)[C@@H](n2cc(-c3ccc(F)cc3)nn2)C[C@@H]1c1ccc(C)cc1,-2%,-19%,nt,-2,-7%,-2%,nt,-4,1%
S=C(NCc1ccco1)Nc1ccc(Cl)cc1,0%,3%,-0.6%,2,-1%,5%,-1%,-3,0%
Cc1ccc(Cn2ccc(NC(=O)c3cc(-c4ccc5c(c4)OCO5)on3)n2)cc1,-4%,-13%,3.4%,-3,1%,9%,16%,5,2%
COc1cc(C(=O)NCCCn2ccnc2)cc(OC)c1OC,-2%,-12%,1.1%,0,2%,1%,0%,-15,1%
CCCNC(=O)C1(C)CCN1C(=O)c1cc(C)n(C)n1 (centres undefined),-1%,nt,nt,3,nt,nt,nt,-7,0%
OC(COCc1ccccc1)CN1CCc2ccccc2C1 (centres undefined),-3%,-8%,0.4%,0,-1%,6%,-2%,1,-1%
CN(c1ccccc1C(=O)Nc1ccc(S(=O)(=O)N2CCCCC2)cc1)S(C)(=O)=O,-7%,-10%,2.0%,9,-1%,-6%,4%,-7,3%
CCOc1ncccc1C(=O)OC(C)C(=O)NC1CCCCC1 (centres undefined),-3%,-19%,1.0%,2,-1%,-12%,1%[57.1 µM],-7,1%
COc1ccc(C(=O)COc2ccc3ccc(=O)oc3c2)c(OC)c1,-3%,-10%,?,4,4%,7%,41%[activator],0,0%
CC(=O)Nc1ccc(NC(=O)C2CC(=O)N(Cc3ccco3)C2)cc1 (centres undefined),-4%,-23%,1.3%,4,5%,3%,-5%,-3,3%

# One compound at a time, from the list above:
# S=C(NCc1ccco1)Nc1ccc(Cl)cc1 in the list: GRP78 ERSR act = 0%; USP1-UAF1 inh = 3%; RXFP1 agonist = -0.6%; PI4K2A inh = 2; IDH1 R132H inh = -1%; Vif-A3F inh = 5%; TrxR1 substrate = -1%; LDHA block = -3; Vif-APOBEC3G blk = 0%
# CC1=C(C(=O)Nc2ccc(C)cc2C)C(c2cccn2C)n2ncnc2N1 (centres undefined) in the list: GRP78 ERSR act = -5%; USP1-UAF1 inh = -25%; RXFP1 agonist = -0.2%; PI4K2A inh = 1; IDH1 R132H inh = -6%; Vif-A3F inh = -6%; TrxR1 substrate = 5%[57.1 µM]; LDHA block = -4; Vif-APOBEC3G blk = -2%
# NC1=NC(=O)C(Cc2ccccc2)S1 (centres undefined) in the list: GRP78 ERSR act = -3%; USP1-UAF1 inh = -16%; RXFP1 agonist = 2.5%; PI4K2A inh = -1; IDH1 R132H inh = -5%; Vif-A3F inh = 1%; TrxR1 substrate = 6%; LDHA block = -8; Vif-APOBEC3G blk = 0%

# Molecules from the list above with two or more sulfur atoms:
SMILES,GRP78 ERSR act,USP1-UAF1 inh,RXFP1 agonist,PI4K2A inh,IDH1 R132H inh,Vif-A3F inh,TrxR1 substrate,LDHA block,Vif-APOBEC3G blk
CCN(CC(=O)Nc1ccc(NC(C)=O)cc1)C(=O)CSc1ncnc2sc(C)c(C)c12,-4%,-16%,7.6%,-9,8%,?,-10%,-1,-24%
CN(c1ccccc1C(=O)Nc1ccc(S(=O)(=O)N2CCCCC2)cc1)S(C)(=O)=O,-7%,-10%,2.0%,9,-1%,-6%,4%,-7,3%

# Following part:
SMILES,GRP78 ERSR act,USP1-UAF1 inh,RXFP1 agonist,PI4K2A inh,IDH1 R132H inh,Vif-A3F inh,TrxR1 substrate,LDHA block,Vif-APOBEC3G blk
O=C1C(=C2CCc3ccccc32)Cc2ccccc21,5%,-18%,nt,-9,-3%,-4%,-3%,-4,-1%
CCc1cccc(NC(=S)N(CCN(C)C)C(C)c2ccncc2)c1 (centres undefined),-2%,-15%,-1.2%,7,-10%,-5%,-12%,-2,1%
Nc1cnn(Cc2ccc(F)cc2)c1,-3%,-9%,1.2%,-5,1%,-4%,0%,-4,-1%
COc1ccc(C=C2C(=O)OC(C)(C)OC2=O)cc1OC,-5%,-15%,-1.5%,-2,16%,4%,5%[57.1 µM],2,1%
COc1ccc(C)cc1NS(=O)(=O)c1ccc2c(c1)CCN2C(C)=O,-1%,-14%,5.3%,-4,5%,6%,6%,-3,-18%
CC(=O)Nc1ccc(Oc2ccc([N+](=O)[O-])cc2Cl)cc1,-1%,-2%,3.4%,-1,5%,10%,6%[57.1 µM],-6,-4%
O=c1[nH]c(Cc2ccccn2)nc2scc(-c3ccccc3Cl)c12,0%,-27%,7.0%,-9,9%,0%,5%,5,-1%
Cc1ccc(Cl)cc1N1CCN(C(=O)C2CCN(Cc3nc(-c4ccc(Cl)cc4)oc3C)CC2)CC1,-2%,-3%,-2.6%,-5,0%,0%,-8%,-11,-3%
CC1Cc2ccccc2N1C(=O)CSc1nnc(N)s1 (centres undefined),-3%,-24%,6.4%,1,-7%,-3%,5%,-3,1%
Cc1ccc(C)c(Cn2c3ccccc3c3cnn(CC(=O)NCCCN4CCOCC4)c(=O)c32)c1,-12%,-20%,3.4%,1,8%,-12%,14%,0,0%
CCOC(=O)N1CCC(Nc2ncnc3c2cnn3-c2ccc(Cl)cc2)CC1,-5%,-2%,-0.5%,3,3%,-9%,-3%,-3,-2%
O=C(NC1CCCCC1)c1ccc2c(c1)N(Cc1ccc(Cl)cc1)C(=O)c1ccccc1S2(=O)=O,0%,-32%,-0.3%,4,-2%,-12%,4%,-6,-1%
CCc1ccc(CN(C(=O)c2cc3ccccc3oc2=O)C2CCS(=O)(=O)C2)cc1 (centres undefined),-2%&-2%,-7%&-9%,1.0%&-1.0%,-1&-4,0%&0%,-9%&1%,-8%&-10%,-2&-4&-5,-3%&-3%
